Source: PubChem BioAssay (NCI)
yeast rad50: NCI yeast anticancer drug screen, S. cerevisiae rad50 strain; % growth inhibition at 50 µM; hit rate 10% among 79,000;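 further: 0% = growth of vehicle-only cultures of the same strain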
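Yeast carrying a defined DNA repair defect were exposed to test compounds, and growth was compared with vehicle-treated controls to give percent inhibition.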
bub3: NCI yeast anticancer drug screen, S. cerevisiae bub3 mutant strain; % growth inhibition at 50 µM; hit rate 9.9% among 78,000; AID 167, 2004;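 further: 0% = growth of vehicle-only cultures of the same strain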
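Compounds were applied to a genetically altered yeast strain carrying a cell-cycle control defect. Growth inhibition was scored against vehicle-treated controls.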
yeast sgs1 mgt1: NCI yeast anticancer drug screen, S. cerevisiae sgs1 mgt1 strain; hit rate 10% among 78,000; % growth inhibition at 50 µM;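 further: 0% = growth of vehicle-only cultures of the same strain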
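Mutant yeast exposed to compound; growth scored against vehicle-only wells.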
yeast mlh1 rad18: NCI yeast anticancer drug screen, S. cerevisiae mlh1 rad18 strain; growth inhibition, % at 50 µM; hit rate 11% among 79,000;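 further: 0% = growth of vehicle-only cultures of the same strain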
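Vehicle-treated cultures served as the reference for growth inhibition in a yeast strain carrying DNA damage repair alterations exposed to each compound.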
mec2-1: NCI yeast anticancer drug screen, S. cerevisiae mec2-1 strain. hit rate 9% among 79,000. growth inhibition, % at 50 µM;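 further: 0% = growth of vehicle-only cultures of the same strain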
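Vehicle-treated cultures served as reference for growth inhibition of compound-exposed mec2-1 yeast.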
cln2 rad14: NCI yeast anticancer drug screen, S. cerevisiae cln2 rad14 strain | % growth inhibition at 50 µM | hit rate 8.3% among 78,000 | AID 165, 2004;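 further: 0% = growth of vehicle-only cultures of the same strain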
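The screen exposed genetically defined yeast (cln2 rad14) to test compounds and scored growth inhibition relative to vehicle-treated controls.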
* marks the source's active call; other numbers are inactive results; & = joins results of further samples. No stated cut-off is given here; in the data, active means growth inhibition above about 70%; inactive means the rest.

compound	yeast rad50	bub3	yeast sgs1 mgt1	yeast mlh1 rad18	mec2-1	cln2 rad14
O=C1C(=O)c2ccccc2C(O)=C1CCCCC1CCCCC1	-5	0	3	-3	5	-2
Cc1c(-c2nnc(N)o2)cc([N+](=O)[O-])cc1[N+](=O)[O-]	9	-1	20	12	5	-58
Cc1cc2nc(Nc3nc(C)c(C)c(=O)[nH]3)[nH]c2cc1C	10	4	-1	15	9	-2
CC(=O)NC1CCC(CC2CCCCC2)CC1 (stereo not drawn)	-8	-14	10	-27	-24	-72
Cc1ccc2nc(-c3cccc([N+](=O)[O-])c3)oc(=O)c2c1	14	54	28	15	12	13
Cc1ccc2c(ccc3nnc(C)n32)c1	9	3	5	11	4	-3
COc1cc2c[n+](C)c(-c3ccc(Cl)c(Cl)c3)c(OC)c2cc1OC	56	15	41	41	8	31
Oc1ccc(C/C=C/c2ccccc2)cc1O	57	99*	48	99*	99*	99*
CC(=O)Nc1cccc2cc(O)ccc12	17&18&17	-4&-12&-12	10&-4&-2	23&18&23	-10&5&-6	12&-20&-12
CC(CS(=O)(=O)O)C(=O)c1ccccc1 (stereo not drawn)	14	5	10	-11	-12	-17
O=C(CSS(=O)(=O)O)Nc1ccccc1	18	10	8	-8	-1	15
O=C(Cc1ccccc1)Nc1cccc(C(F)(F)F)c1	7	23	16	28	-2	4
COC(=O)C(CC(=O)c1ccc2ccccc2c1)OC (stereo not drawn)	-2	6	7	-10	-9	-77
COc1ccc(N2C(=O)C3c4[nH]c5ccccc5c4C4CCC(C(C)(C)C)CC4C3C2=O)c(C)c1 (stereo not drawn)	12	-2	15	17	2	17
O=c1nc(-c2ccccc2)cc(CC(O)(c2ccc(C(F)(F)F)cc2)c2ccc(Cl)c(Cl)c2)[nH]1 (stereo not drawn)	29&2	54&26	26&6	11&8	15&15	-27&-18
Cc1ccc(S(=O)(=O)NN=C2CCS(=O)CC2)cc1 (stereo not drawn)	-20	-10	8	-28	11	-32
CC(C)CCCC(C)C1CCC2C3CCC4CC5(C)C(CC4(C)C3CCC12C)C(=O)C5(Cl)Cl (stereo not drawn)	13	-4	-22	-28	-3	0
CSC1C(=O)Nc2ccccc21 (stereo not drawn)	-8	-34	4	-3	-18	-13
CCOC(=O)C1C/C2=C(/CCCCCCCCCC2)SCCCS1 (stereo not drawn)	4	-14	-9	-24	5	2
O=C(c1ccc(F)cc1)c1ccc2ccccc2c1C(=O)O	4	38	13	-11	8	14
Cc1ccc(S(=O)(=O)CCC(=O)c2ccccc2)cc1	9	3	1	15	16	1
CONc1ccn(C2OC(CO)C(O)C2O)c(=O)n1 (stereo not drawn)	0	-9	14	-46	-6	19
CCOC(=O)NC(=O)CC#N	-6	-4	13	11	-30	5
COc1c2c(c(OC)c3ccccc13)C(=O)C1=C(CC=CC1)C2=O	4	15	-9	40	18	-10
N[C@@H](CCC(=O)NC(Cc1ccccc1)C(=O)NCP(=O)(O)O)C(=O)O (stereo partly drawn)	-61	-10	-46	-55	-18	-2
Cc1ccc(S(=O)(=O)/C=C(\I)c2ccc([N+](=O)[O-])cc2)cc1	99*	99*	99*	99*	99*	99*
O=C(O)CCC(=O)Nc1ccc(F)cc1	10	7	5	1	27	-86
CN(C)S(=O)(=O)CC(O)(c1ccccc1)c1ccccc1	2	16	4	22	17	1
COc1ccc2c(c1)CC/C(=N\Nc1ccc([N+](=O)[O-])cc1[N+](=O)[O-])C2(C)C	23	-1	12	1	13	13
Nc1nnc(-c2ccc(Cl)cc2)o1	21	0	21	6	-2	1

Rewritten with two lines to a compound: entries from further up
Results follow in this order: yeast rad50	bub3	yeast sgs1 mgt1	yeast mlh1 rad18	mec2-1	cln2 rad14
CCOC(=O)C1C/C2=C(/CCCCCCCCCC2)SCCCS1 (stereo not drawn)
  4	-14	-9	-24	5	2
CN(C)S(=O)(=O)CC(O)(c1ccccc1)c1ccccc1
  2	16	4	22	17	1
CC(C)CCCC(C)C1CCC2C3CCC4CC5(C)C(CC4(C)C3CCC12C)C(=O)C5(Cl)Cl (stereo not drawn)
  13	-4	-22	-28	-3	0
Cc1ccc(S(=O)(=O)CCC(=O)c2ccccc2)cc1
  9	3	1	15	16	1

Other results
compound	yeast rad50	bub3	yeast sgs1 mgt1	yeast mlh1 rad18	mec2-1	cln2 rad14
CC1CCCN(P(c2ccccc2)N2CCCC(C)C2)C1 (stereo not drawn)	25	26	16	13	5	15
Cc1cc2nncn2c2ccccc12	9	1	-3	11	-4	-12
Cc1ccc(S(=O)(=O)N/N=C(\c2nc3ccc([N+](=O)[O-])cc3[nH]c2=O)C(O)c2ccc([N+](=O)[O-])cc2)cc1 (stereo not drawn)	37	-2	10	36	10	-71
Cc1ccc(NCC#N)cc1	27	15	-1	36	15	-13
O=C1/C(=C/c2ccc(O)c(O)c2)CCC/C1=C\c1ccc(O)c(O)c1	-25	-29	-15	-1	-35	-38
COc1ccc(C2=C(N)c3ncccc3C2=O)cc1	6	20	7	-70	-5	5
Cc1cc(C)n(-c2ccc([N+](=O)[O-])cc2[N+](=O)[O-])n1	55	39	23	33	19	7
FC(F)(F)c1cccc(NC(=S)SCc2ccc(Cl)c(Cl)c2)c1	98*	98*	99*	98*	99*	99*
Oc1[nH]c(=S)sc1/C=C1\C=NN=N1	-9	-28	-12	-3	6	34
Nc1ncnc2c1c1c(=O)[nH]c(=O)[nH]c1n2C1OC(CO)C(O)C1O (stereo not drawn)	-2	-8	7	-44	2	2
CC(=O)C(=Cc1ccc(Cl)c(Cl)c1)C(C)=O	100*	100*	100*	100*	100*	100*
CC(C)CCCC(C)C1CCC2C3CCC4=CC(=O)/C(=C\O)CC4(C)C3CCC12C (stereo not drawn)	16	48	15	26	6	48
CC(C)(C)/C=N/NS(=O)(=O)c1ccccc1	-1	-5	2	5	-7	41
CN(c1ccccc1)c1nc(=[N+](C)C)ss1	35	4	17	32	26	24
O=C(CC(=O)C1=CNc2ccccc2S1)C(=O)Nc1ccc(Cl)cc1	-11	12	-14	10	-9	20
CC1=CC(=O)N(NC(N)=O)C1=O	-11	-16	-10	2	-3	-28
O=C(O)CSCc1ccccc1Cl	2	-13	-10	-11	-6	8
O=[N+]([O-])c1ccccc1C(Nc1nncs1)Nc1nncs1	17	-3	42	2	22	-6
O=C(O)C12C3CCC(O3)C1(C(=O)O)C1CCC2O1 (stereo not drawn)	50&41	-29&-17	-32&-32	-60&-39	39&38	11&18
CCCCCC(=O)OCCCC	-1	3	6	-11	-2	-38
CCOS(=O)(=O)c1ccc(F)c([N+](=O)[O-])c1	7	3	-2	-2	6	-47
COc1ccc(C2c3cc4c(cc3OC(N3CCOCC3)C2C)OCO4)cc1OC (stereo not drawn)	-20	-20	-17	-16	-19	-5
Clc1ccccc1-c1c2ccccc2cc2ccc3ccccc3c12	-7	19	-4	-12	-12	-40
Nc1ncnc2c1ncn2CC(O)C(=O)O (stereo not drawn)	3	-3	-35	0	8	-28
OC(C/C(=N\N1CCCCC1)c1cccs1)(C(F)(F)F)C(F)(F)F	-11	-4	-14	-12	-47	-6
CCOC(=O)CN1CCC(C(=O)CC2(O)C3(Cl)C4(Cl)C5(Cl)C(Cl)(Cl)C6(Cl)C4(Cl)C2(Cl)C6(Cl)C53Cl)CC1 (stereo not drawn)	99*	99*	50	99*	99*	98*
Cc1cc(C)n(-c2ccc(Cl)nn2)n1	9	9	4	-2	8	-28
CN(C)N=Nc1cccc([N+](=O)[O-])c1	-7	-23	6	1	-42	16
CC(=O)Nc1ncc2ccccc2c1-c1ccc(NC(=O)CCCl)cc1	-1	4	20	13	19	-1
O=c1c2ccc(Cl)cc2[nH]c2ccc(Cl)cc12	2	43	2	9	19	-14
O=C(N/N=C(/c1nc2ccc(Cl)cc2[nH]c1=O)C(O)c1ccc(Cl)cc1Cl)c1ccncc1 (stereo not drawn)	12	-4	-16	23	10	-35
O=S(=O)(Cc1ccc(Cl)cc1)c1ccc(Cl)cc1	0	6	-12	-11	11	-30
O=C(O)Cc1n[nH]c(=O)c2ccccc12	-21	-26	0	-8	-5	-3
CCOC(=O)c1c[nH]n(Cc2ccccc2)c1=O	12	14	3	-1	13	-23
CCN(CC)CCOC(=S)Nc1ccccc1	10	4	-1	11	0	-4
Nc1nnc2cc(F)ccc2n1	-18	12	-6	-12	-10	22
C[C@@]1(CI)OC(=O)N2CCC[C@H]21	-10	10	10	-13	-25	5
Cn1c[n+](-c2ccccc2)c([S-])n1	0	-25	5	-7	5	-22
O=C(OCCOCBr)c1ccccc1	-10	31	20	-14	-33	18
Cn1c2ccccc2c2cc3cnccc3cc21	99*	91*	93*	99*	96*	96*
Cc1[nH]n(-c2nc3c(c(=O)[nH]2)CCCC3)c(=O)c1CCO	-20	-16	4	0	-25	23
O=C1N(C2CCCCC2)C(/C=C/c2ccccc2)C1(c1ccccc1)c1ccccc1 (stereo not drawn)	22	-6	4	5	0	20
N=C(N)c1ccc(OCCOc2cccc(N)c2)cc1	3	-5	11	14	-16	-39
C=CCN=C1N=C(C)C(C(=O)OCC)S1 (stereo not drawn)	-34	-12	-36	-25	-34	-2
Clc1ccccc1NN(Cc1ccc2ccccc2n1)c1ccccc1Cl	62	18	49	41	13	11

Three records drawn at random from those above, as already listed:
compound	yeast rad50	bub3	yeast sgs1 mgt1	yeast mlh1 rad18	mec2-1	cln2 rad14
O=C(O)Cc1n[nH]c(=O)c2ccccc12	-21	-26	0	-8	-5	-3
O=C(N/N=C(/c1nc2ccc(Cl)cc2[nH]c1=O)C(O)c1ccc(Cl)cc1Cl)c1ccncc1 (stereo not drawn)	12	-4	-16	23	10	-35
C[C@@]1(CI)OC(=O)N2CCC[C@H]21	-10	10	10	-13	-25	5

Continuation:
compound	yeast rad50	bub3	yeast sgs1 mgt1	yeast mlh1 rad18	mec2-1	cln2 rad14
CC(C)(C)C(=O)OCN1CCOCC1	-11	-9	1	-10	11	-48
O=C(O)c1ccccc1Sc1ccccc1[N+](=O)[O-]	-12	1	8	0	-25	8
O=C(NO)Nc1ccc(Cl)cc1	12	-9	3	2	9	-2
CCCCCNc1ccc(C)cc1	34	20	15	25	18	-10
O=C(/C=C/c1cc(O)c(O)cc1O)OCCc1ccccc1	47	66	70	68	76*	54
CCCC/C=C(/CCCNCCCC)[Si](C)(C)C	92*	93*	94*	92*	94*	93*
Cc1c2c(cc3c1[nH]c1ccccc13)C(=O)c1ccccc1C2=O	75*	68	76*	83*	69	75*
O=Cc1ccc2ccocc1-2	9	-21	-28	-41	15	-12
COc1c(-c2cc(C)c(Cl)c(=O)[nH]2)c(O)c(OC)c2occc12	-15	34	-2	9	28	-13
Nc1ccc(N)c([N+](=O)[O-])c1	-31	-15	-27	-15	-18	-39
CCCCC(CC)COCCCN (stereo not drawn)	-12	7	7	2	-3	-23
CCOc1cc2c(cc1O)CC[C@@H]1[C@@H]2CC[C@]2(C)C(OS(=O)OC3CC[C@@H]4[C@H]5CCc6cc(O)c(OCC)cc6[C@@H]5CC[C@@]34C)CC[C@@H]12 (stereo partly drawn)	-13	19	5	-16	0	27
CC(=O)Nc1ccc(N(C)C)cc1	0	15	1	-8	-3	10
CCn1c(=NC(=O)c2ccccc2O)sc2ccccc21	16	-6	2	-3	4	18
CC(C)(C)OC(=O)NCCCCC(NC(=O)OCc1ccccc1)C(N)=O (stereo not drawn)	-10	13	6	-3	-35	20
Cc1ccc(S(=O)(=O)Oc2ccc(C(C)(C)C)cc2)cc1	-1	-1	9	12	10	42
CC(Oc1ccccc1)C(=O)NNC(=O)OC(C)(C)C (stereo not drawn)	0	-19	-11	4	-22	-1
O=C1OC(c2cccc(Cl)c2)Sc2ccccc21 (stereo not drawn)	52	83*	36	38	19	-17
CN(C)c1ccc(/C=C(\NC(=O)c2ccccc2)C(=O)NC(Cc2c[nH]c3ccccc23)C(=O)O)cc1 (stereo not drawn)	1	23	16	-22	-4	-1
CCCNC(=O)c1ccc(Cl)cc1Cl	30	-12	18	27	8	-12
CCOC(=O)CN1C(=O)C(=O)N(c2ccc(OC)c3ccccc23)C1=O	-46	-1	-55	-28	-17	-40
O=c1oc(-c2ccncc2)nn1CN1CCOCC1	0	-4	12	1	5	-24
COc1ccc(CCl)c(C)c1OC	33	16	19	-11	6	3
COc1nc(Nc2cccc(C(F)(F)F)c2)nc(OC)n1	8	23	15	6	-8	8
Cc1ccc(S(=O)(=O)c2ccc(C)cc2[N+](=O)[O-])cc1	22	46	18	-10	-8	-5
